# MCL1-BIM inh: disrupts human MCL1 binding to BIM-BH3 peptide; GST-MCL1 / FITC-Bim-BH3 fluorescence polarization; 0.68% of 320,000 active; Q07820; inhibition, % at 10.9 µM;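 active = inhibition above the mean inhibition of all tested compounds plus 3 SD, set per campaign, cut at about 40% in these data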;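 note: 0% = DMSO wells and 100% = unlabeled Bim-BH3 peptide control; higher means more loss of mP so more displacement of Bim peptide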
# CIT2 TOR yeast: modulators of TOR pathway CIT2-GFP in S. cerevisiae; S. cerevisiae CIT2-GFP strain, flow cytometry, 3 h; 100 means same as DMSO wells; GFP response vs DMSO, % at 10 µM; 0.065% of 320,000 active; AID 2029;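 active = GFP response relative to DMSO above a set limit, near the screen mean plus 3 SD, cut at about 150% in these data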;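 note: ratio of well median GFP fluorescence to mean of DMSO wells on the plate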
# GLD-1 TGE inh: GLD-1-TGE RNA interaction inhibition (C. elegans); Q17339; purified GLD-1 + fluorescein TGE RNA, fluorescence polarization; inhibition, % at 5.96 µM; 0.44% of 320,000 active; AID 2280;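 active = percent inhibition above a per-plate cutoff, the plate mean of test compounds plus 3 SD, cut at about 30% in these data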;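 note: 0% = DMSO wells with GLD-1 and probe and 100% = wells lacking GLD-1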
# Yeast superoxide: caloric restriction mimetics inhibiting age-related superoxide in yeast; S. cerevisiae aged cells, superoxide DHE fluorescence; active compounds read low; superoxide response (% of plate mean), % at 10 µM; 0.18% of 330,000 active; AID 2690;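 active = superoxide response under a set limit, about three screen SD below normal, cut at about 65% in these data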;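 note: yeast aged for seven days with compound at 30 °C before DHE staining; 100% = average MFI of all compound-treated wells on the plate with controls excluded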
# MEX-5 binding: C. elegans MEX-5 TCR-2 RNA binding activity | MEX-5/FITC-TCR2 RNA binding, fluorescence polarization; active compounds read low | activity score (negative = inhibition of binding), % at 10 µM | 0.38% of 300,000 active | Q9XUB2;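 active = inhibition past about -25% in most replicates, and total fluorescence under double the plate's negative control median, limit read from the data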;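 note: 0% = DMSO and -100% = 5 µM competing unlabeled TCR2 RNA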
# BCLXL inh: blocks human Bcl-xL binding to Bim BH3 peptide; Q07817; GST-Bcl-xL / FITC-Bim BH3 peptide fluorescence polarization; inhibition, % at 10.9 µM; 0.7% of 320,000 active; AID 2129;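 active = inhibition above the mean of all tested compounds plus 3 SD, cutoff set per campaign, cut at about 30% in these data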;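 note: 0% = DMSO wells and 100% = unlabeled Bim-BH3 peptide competitor; inhibitors lower millipolarization by displacing the labeled peptide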
# GRK2 aptamer HTS: inhibitors of human GRK2 displacing RNA aptamer; P25098; 0.59% of 330,000 active; inhibition of aptamer binding, % at 10 µM; bead flow cytometry, FAM-aptamer displacement from GRK2;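 active = inhibition of aptamer binding above 40%, roughly 3 SD of noise, on plates passing a quality check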;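 note: median bead fluorescence of bound FAM aptamer so fluorescent compounds give negative values; no value below 0 was filed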
# VLA-4 inh: inhibition in a human VLA-4 binding assay; P13612; VLA-4 expressing cells, ligand binding flow cytometry; inhibition, % (about 7 µM as worked out from the volumes in the protocol); 0.2% of 330,000 active; AID 2557; in the data active = inhibition above about 50%
# Target sequence (P13612 whole entry, looked up): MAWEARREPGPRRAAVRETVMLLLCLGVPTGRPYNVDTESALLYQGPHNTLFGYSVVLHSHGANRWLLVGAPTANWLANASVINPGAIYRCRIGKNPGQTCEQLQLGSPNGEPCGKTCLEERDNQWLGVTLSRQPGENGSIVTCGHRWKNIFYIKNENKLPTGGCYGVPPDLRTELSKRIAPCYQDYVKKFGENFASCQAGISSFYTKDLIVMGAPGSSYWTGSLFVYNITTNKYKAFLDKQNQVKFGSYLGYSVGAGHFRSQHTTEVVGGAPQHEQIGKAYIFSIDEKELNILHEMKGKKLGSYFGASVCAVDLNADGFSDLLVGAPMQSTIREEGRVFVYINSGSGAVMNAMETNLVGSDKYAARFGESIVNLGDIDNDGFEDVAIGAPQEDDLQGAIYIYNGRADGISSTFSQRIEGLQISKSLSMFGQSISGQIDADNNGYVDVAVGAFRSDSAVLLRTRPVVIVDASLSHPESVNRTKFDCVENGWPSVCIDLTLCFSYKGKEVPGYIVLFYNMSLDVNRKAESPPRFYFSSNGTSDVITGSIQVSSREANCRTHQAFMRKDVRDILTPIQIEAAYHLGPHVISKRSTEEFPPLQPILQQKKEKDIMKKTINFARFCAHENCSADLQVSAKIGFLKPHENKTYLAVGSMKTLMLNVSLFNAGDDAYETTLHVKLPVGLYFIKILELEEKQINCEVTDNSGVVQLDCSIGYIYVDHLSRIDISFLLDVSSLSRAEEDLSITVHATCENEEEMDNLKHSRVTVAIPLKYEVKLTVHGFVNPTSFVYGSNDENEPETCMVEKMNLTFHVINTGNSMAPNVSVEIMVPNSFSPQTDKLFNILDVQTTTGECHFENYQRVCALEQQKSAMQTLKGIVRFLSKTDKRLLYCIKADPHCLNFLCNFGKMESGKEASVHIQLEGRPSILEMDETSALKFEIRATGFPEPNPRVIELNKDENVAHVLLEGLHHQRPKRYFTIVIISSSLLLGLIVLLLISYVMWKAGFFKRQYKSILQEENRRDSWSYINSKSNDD
# AGP1-GFP MLPCN: alters AGP1-GFP fluorescence in TOR pathway yeast screen; S. cerevisiae AGP1-GFP multiplex flow cytometry, 3 h; GFP as percent of DMSO wells; GFP response vs DMSO, % at 10 µM; 0.02% of 320,000 active; AID 2066;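 active = GFP response relative to DMSO above a set limit, near screen average plus 3 SD, cut at about 150% in these data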;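 note: median GFP channel fluorescence of the gated AGP1 strain per well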
# An asterisk follows results filed as active; . = no result given.
SMILES,MCL1-BIM inh,CIT2 TOR yeast,GLD-1 TGE inh,Yeast superoxide,MEX-5 binding,BCLXL inh,GRK2 aptamer HTS,VLA-4 inh,AGP1-GFP MLPCN
COc1ccc(OC)c(NC(=O)C2CCCN(S(=O)(=O)c3c(C)noc3C)C2)c1 (centres undefined),-3,96,1,104,-3.6,6,3,0,101
COc1cc2c(cc1O)CC[n+]1cc3c(OC)c(OC)ccc3cc1-2,5,78,-6,94,-3.1,2,2,5,84
O=C(CNS(=O)(=O)c1ccc([N+](=O)[O-])cc1)N/N=C/c1ccc(O)cc1O,8,103,9,91,-57*,4,0,31,106
N#CCCN(C(=O)COC(=O)COc1ccccc1Cc1ccccc1)c1ccccc1,8,86,7,156,.,4,2,-1,94
CCCNC(=O)c1ccc(N2CCC3(CC2)CC(c2ccccc2)=NO3)c(NC(=O)c2ccc(Br)cc2)c1,-4,83,0,102,1.8,-2,0,-10,94
CCc1ccc(NC(=O)c2cnn3ccccc23)cc1,0,105,-2,103,-4.9,1,0,-8,95
COc1ccc(C(=O)CN2C(=O)NC3(CCCCCC3)C2=O)cc1,0,109,-8,104,-4.2,1,0,8,109
Cc1ccc(-c2nc(C)sc2CC(=O)OCC(=O)Nc2c(F)cccc2F)cc1,3,96,1,94,2.2,3,1,-1,90
CCN(CC)C(=O)C1=C(C)NC(=O)NC1c1c(F)cccc1Cl (centres undefined),-1,99,5,106,0.4,-4,0,16,103
O=C(CNC(=O)c1cccc(Br)c1)N/N=C/c1cccnc1,5,99,4,93,-1.2,3,1,28,98
CCS(=O)(=O)N1CCC(C(=O)NCc2ccco2)CC1,3,95,0,95,-1.4,1,1,5,97
CCOC(=O)N1CCN(S(=O)(=O)c2ccc3[nH]c(=O)sc3c2)CC1,-4,110,4,97,-2.6,5,0,5,106
Cn1c(=O)n(C)c2cc(S(=O)(=O)Nc3ccccc3C(=O)O)ccc21,-1,110,0,102,2.3,1,0,9,102
CCN(Cc1ccc(C#CCCO)cc1)CC1CCCN(CCc2cccc(OC)c2)C1 (centres undefined),6,93,-2,102,-0.2,1,0,11,121
COc1ccc(/C=C/C(=O)c2ccoc2)cc1,4,111,-3,98,1.7,-3,3,6,106

# A different layout for some results above:
# Fields: MCL1-BIM inh	CIT2 TOR yeast	GLD-1 TGE inh	Yeast superoxide	MEX-5 binding	BCLXL inh	GRK2 aptamer HTS	VLA-4 inh	AGP1-GFP MLPCN
Cn1c(=O)n(C)c2cc(S(=O)(=O)Nc3ccccc3C(=O)O)ccc21
→ -1	110	0	102	2.3	1	0	9	102
CCN(CC)C(=O)C1=C(C)NC(=O)NC1c1c(F)cccc1Cl (centres undefined)
→ -1	99	5	106	0.4	-4	0	16	103
COc1cc2c(cc1O)CC[n+]1cc3c(OC)c(OC)ccc3cc1-2
→ 5	78	-6	94	-3.1	2	2	5	84
CCN(Cc1ccc(C#CCCO)cc1)CC1CCCN(CCc2cccc(OC)c2)C1 (centres undefined)
→ 6	93	-2	102	-0.2	1	0	11	121
N#CCCN(C(=O)COC(=O)COc1ccccc1Cc1ccccc1)c1ccccc1
→ 8	86	7	156	.	4	2	-1	94

# More entries:
SMILES,MCL1-BIM inh,CIT2 TOR yeast,GLD-1 TGE inh,Yeast superoxide,MEX-5 binding,BCLXL inh,GRK2 aptamer HTS,VLA-4 inh,AGP1-GFP MLPCN
COC(=O)c1ccc(CSc2nc3c(cnn3-c3ccc(C)cc3)c(=O)[nH]2)o1,0,99,6,105,-0.6,6,2,-8,100
CC(C(=O)Nc1cc(C(F)(F)F)ccc1N1CCOCC1)N1C(=O)C2CCCCC2C1=O (centres undefined),-3,102,-1,94,.,-4,5,-3,108
COc1cc(OC)cc(N(C(=O)c2ccco2)C(C(=O)NC2CCCC2)c2ccc(N3CCOCC3)cc2)c1 (centres undefined),4,108,1,102,1.7,5,5,1,102
O=C(OCn1ncc(Cl)c(Cl)c1=O)c1ccc(F)cc1,5,85,8,112,-0.7,2,5,27,95
CC1CCN(C2CCN(S(=O)(=O)c3ccc(F)cc3)CC2)CC1,-1,96,6,100,-0.7,4,0,-8,105
Cn1nccc1C(=O)Oc1ccc(/C=N/NC(=O)c2ccccc2O)cc1,15,102,3,103,1.7,-1,3,3,96
O=C(O)CC(C(=O)O)N1C(=O)/C(=C/C=C/c2ccco2)SC1=S (centres undefined),75*,86,12,99,-66*,41*,100*,0,102
CC(=O)c1cccc(NC(=O)C(C)OC(=O)c2ccc3ncsc3c2)c1 (centres undefined),5,89,5,149,.,2,0,-4,101
O[C@@H]1CN(Cc2ccc(-n3cccn3)cc2)CC[C@H]1N1CCN(c2ccccc2F)CC1,2,111,6,98,1.2,0,0,0,106
Oc1ccc(Cl)cc1CNCc1ccc(Cl)nc1,3,97,1,109,.,0,2,16,85
COc1ccc(CNC(=O)CCCn2nc(C)n3ccnc3c2=O)cc1,2,117,-1,79,-0.3,1,1,-29,96
CCN(CC(=O)NCc1cccs1)C(=O)CN(C)S(=O)(=O)c1ccc(C)cc1,3,95,4,100,-0.6,-1,1,-5,87
Cc1ccc2cccc(NC(=S)NC(=O)c3ccnn3C)c2n1,1,92,4,84,-0.2,2,1,48,99
Cc1ccc(N2C(=O)c3ccc(C(=O)N4CCN(Cc5ccccc5)CC4)cc3C2=O)cc1,7,84,2,104,0.3,2,1,-7,107
CC(C)(C)n1nc2c(c1NC(=O)CCCc1ccccc1)CS(=O)C2 (centres undefined),-4,92,-2,105,-1.1,0,0,7,110
CCN1CCN(C(=O)c2cc(COc3ccc(F)cc3F)on2)[C@@H](C)C1=O,5,102,13,106,-1.5,2,0,6,101
CC12C(=O)N(c3ccccn3)C(=O)C1C1C=CC2C1 (centres undefined),1,100,-3,110,-0.7,-1,0,-2,102
C#CC[N+]1(CC#Cc2ccc(C)cc2)CCCCC1,7,98,-1,98,-0.1,2,0,-3,100
CCc1c(O)cc2n(c1=O)-c1ccccc1C2(C)C,-5,101,1,94,-2.9,4,1,-27,99
COc1ccc(CCNC(=O)c2cc(S(=O)(=O)N3CCCCC3)c[nH]2)cc1OC,0,106,-2,102,2.0,3,4,11,94
Cc1[nH]nc(N=CC2=C(O)CC(C)(C)CC2=O)c1-c1ccccc1,2,99,6,100,0.4,7,0,1,96
CCCCOC(=O)c1ccc(N=Nc2c(C)c(C#N)c(O)[nH]c2=O)cc1,0,94,3,101,-63*,5,2,-9,96
O=C(O)CC/C(=N\Nc1ccc([N+](=O)[O-])cc1S(=O)(=O)N1CCOCC1)c1cccs1,-8,103,-13,99,-7.4,-10,3,-5,99
O=C(Nc1cccnc1)c1cc(Br)c(Br)s1,1,82,1,118,2.4,4,0,10,91
CCn1cc(S(=O)(=O)c2ccccc2)c(=O)c2cc(F)c(N3CCN(C)CC3)cc21,7,100,-2,72,-0.6,2,4,26,102
O=C(NCCC1CC1(Cl)Cl)c1ccc([N+](=O)[O-])cc1 (centres undefined),2,93,1,107,1.0,3,1,6,90
Cc1[nH]c(C)c(S(=O)(=O)NCC(C)c2ccccc2)c1C(=O)N1CCCCC1 (centres undefined),2,92,-23,131,3.7,0,5,4,94
Cc1cc(C)cc(N2CCCn3c2nc2c3c(=O)[nH]c(=O)n2C)c1,-1,103,1,103,0.5,-2,1,8,104
O=C(CSc1nc2ccccc2s1)NCCCN1CCOCC1,4,97,-3,97,1.4,4,2,-5,97
Cc1occc1-c1nnc(SCC(=O)Nc2ccccc2)n1C(C)c1ccccc1 (centres undefined),-1,90,2,103,-2.1,7,4,0,102

# Arranged by the number under CIT2 TOR yeast (lowest first): some entries from above
molecule	MCL1-BIM inh	CIT2 TOR yeast	GLD-1 TGE inh	MEX-5 binding	BCLXL inh	GRK2 aptamer HTS	VLA-4 inh	AGP1-GFP MLPCN
O=C(Nc1cccnc1)c1cc(Br)c(Br)s1	1	82	1	2.4	4	0	10	91
O=C(CSc1nc2ccccc2s1)NCCCN1CCOCC1	4	97	-3	1.4	4	2	-5	97
COc1ccc(CCNC(=O)c2cc(S(=O)(=O)N3CCCCC3)c[nH]2)cc1OC	0	106	-2	2.0	3	4	11	94

# (further entries)
SMILES,MCL1-BIM inh,CIT2 TOR yeast,GLD-1 TGE inh,Yeast superoxide,MEX-5 binding,BCLXL inh,GRK2 aptamer HTS,VLA-4 inh,AGP1-GFP MLPCN
Cc1ccc(C(=O)N2c3ccccc3CC2C)o1 (centres undefined),-9,89,7,88,-2.9,-7,0,3,103
CCOC(=O)C1CCN(c2c(NCc3ccc(C(=O)NCCC(C)C)cc3)c(=O)c2=O)CC1,3,95,-3,106,-3.0,2,0,25,97
COc1ccc(CCNC(=O)c2ccccc2-c2ccccc2C(=O)O)cc1OC,-3,86,4,57*,2.0,1,4,5,87
CCOc1ccc2[nH]c3nc(SCC(=O)NC4CC4)nnc3c2c1,-5,100,-2,85,0.8,5,0,-14,105
COc1ccccc1Nc1nnc(SCc2nnc(-c3cc(OC)c(OC)c(OC)c3)o2)s1,-4,97,0,123,1.6,0,4,-18,106
CCc1cccc2c1Sc1ccccc1CC2N1CCNCC1 (centres undefined),9,103,0,112,.,6,0,24,102
O=C1NC(=O)/C(=C\c2ccc(OCc3cccc(C(=O)O)c3)c(Cl)c2)N1,3,103,3,83,-1.1,11,2,23,99
Cc1cc(C)nc(NC(=O)c2ccc(C)c([N+](=O)[O-])c2)n1,-6,91,-6,121,-0.1,-3,0,0,103
Cc1nnc(SCC(=O)N2N=C(c3ccc(Cl)cc3)CC2c2ccco2)[nH]c1=O (centres undefined),14,88,-12,107,1.8,7,5,1,94
COCCn1c(=N)c(C(=O)NCCc2ccccc2)cc2c(=O)n3cccc(C)c3nc21,-4,94,1,86,-7.6,2,1,7,84
C[C@@H]1O[C@@H](OCCC(=O)O)[C@H](O)C[C@H]1O,.,.,3,88,.,.,0,-3,.
CCOC(=O)Nc1ccc2c(c1)N(C(=O)CN1CCN(C)CC1)c1ccccc1S2,-8,92,3,126,-0.8,-2,0,5,97
Cc1cccc(N(Cc2ccccc2)C(=O)c2cc(S(=O)(=O)N3CCOCC3)ccc2F)c1,6,95,8,104,-2.3,0,1,-3,97
C=CCSc1nncn1/N=C/c1ccc(OC)cc1,7,99,6,90,-2.6,-1,0,-9,102
N#CC1=C(N)Oc2c(ccc3cccnc23)C1c1ccccc1 (centres undefined),25,93,-3,121,.,10,3,-3,97
Cc1cc(=O)[nH]c(SCC(=O)NCc2ccc3c(c2)OCO3)n1,2,103,5,95,0.0,-4,1,8,95

# Random draw from the library; about 2.1% have a hit in one of these screens.
